Bioassay records as filed in PubChem.
FN deposition inh: inhibitors of fibronectin matrix deposition, primary screen, AH1F cells, Alexa488-fibronectin fluorescence, plate reader; hit rate 0.086% among 350,000; inhibition, % at 12.6 µM; AH1F fibroblasts, overnight;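 active means mean inhibition across replicates of 30% or more, regardless of how many single replicates reach that level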;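 further: positive control wells lacked labelled fibronectin entirely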
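Assay system: AH1F fibroblasts / Quantity: 10000 cells per well / Medium: DMEM plus 2% serum, read in PBS / Reagent: labelled fibronectin 24 nM / Dosing: single dose, pinned / Times: 1 h cell attachment, overnight exposure to compound and label / Signal: fluorescence, ex 485 nm, em 525 nm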
Statin myotox sup: suppressors of statin myotoxicity in C2C12 myotubes, primary screen, cell-based, single point, plate reader; C2C12 myotubes + simvastatin, ATP luminescence, 48 h; scaled: DMSO 0, geranylgeraniol control 100; rescue of ATP level, % at 7.49 µM; hit rate 0.78% among 330,000; AID 602340, 2012;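 active means mean ATP rescue above about 67%, or every replicate alone reaching that limit, limit read from the data, passing the limit was not always enough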;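 further: myotubes were challenged with 10 µM simvastatin during compound exposure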
Casp6 inh: human caspase-6 inhibitors, primary screen, biochemical, VEID-R110 fluorescence, single point, set 2; P55212; purified caspase-6, Z-VEID-R110 cleavage fluorescence; inhibition, % at 12.5 µM; hit rate 0.53% among 350,000;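 active means mean inhibition across replicates at least about 35%, with every replicate also reaching that limit, limit read from the data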;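 further: 0% = median of neutral control wells and 100% = no fluorescence left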
Target sequence (P55212 24-179 limits assumed): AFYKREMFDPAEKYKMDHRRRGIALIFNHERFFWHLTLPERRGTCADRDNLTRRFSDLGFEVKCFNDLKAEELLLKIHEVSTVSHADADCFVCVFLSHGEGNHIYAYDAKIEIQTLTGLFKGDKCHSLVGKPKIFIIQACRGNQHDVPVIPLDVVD
Target sequence (P55212 194-293 limits assumed): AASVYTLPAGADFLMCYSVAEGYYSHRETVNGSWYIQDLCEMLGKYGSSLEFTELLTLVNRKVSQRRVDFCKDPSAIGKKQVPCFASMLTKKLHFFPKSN
SIRT5 block: SIRT5 desuccinylase inhibitors, primary screen, biochemical, fluorescence imaging, single point, set 5; NAD-dependent protein deacylase sirtuin-5, mitochondrial (Homo sapiens), Q9NXA8; Purified SirT5, succinyl-peptide AMC, trypsin-coupled fluorescence; inhibition, % at 15 µM; hit rate 1.1% among 330,000; AID 652115, 2013; in the data active means inhibition above about 15%
Target sequence (Q9NXA8 whole entry, looked up): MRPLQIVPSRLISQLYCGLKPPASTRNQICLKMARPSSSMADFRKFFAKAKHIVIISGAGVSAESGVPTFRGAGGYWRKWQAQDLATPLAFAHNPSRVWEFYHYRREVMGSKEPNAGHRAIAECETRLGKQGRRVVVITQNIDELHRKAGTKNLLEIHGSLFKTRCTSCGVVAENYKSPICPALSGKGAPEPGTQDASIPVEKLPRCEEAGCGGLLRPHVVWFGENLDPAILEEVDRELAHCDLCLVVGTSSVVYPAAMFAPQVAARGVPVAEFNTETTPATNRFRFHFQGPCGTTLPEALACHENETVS
S100A4 inh HTS: inhibitors of S100A4-myosin IIA peptide binding, primary screen, biochemical, fluorescence polarization, TAMRA-MyoIIA peptide; Protein S100-A4 (Homo sapiens), P26447; inhibition, % at 10.7 µM; hit rate 0.14% among 360,000; AID 652163, 2013;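 active means mean inhibition of at least 70% across replicates, with every replicate also reaching that level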
Target sequence (P26447 whole entry, looked up): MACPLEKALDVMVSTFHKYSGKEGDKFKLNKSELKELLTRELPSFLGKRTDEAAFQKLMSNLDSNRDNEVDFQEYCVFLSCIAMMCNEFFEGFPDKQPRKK
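Material: human S100A4 monomer with TAMRA-labelled myosin IIA peptide; buffer or medium: HEPES pH 7.2 with CaCl2, KCl, NaCl, DTT, Triton; compound dosing: one concentration per compound; schedule: 5 min incubation before reading; benchmarks: neutral control DMSO, positive control TFP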
LGR2 inh: inhibitors of bursicon-induced LGR2 CRE-luciferase signal, primary screen, cell-based, HEK293, CRE-luciferase reporter, bursicon stimulation. Drosophila bursicon receptor LGR2 (rickets). bursicon-stimulated, 4 h. inhibition, % at 9.99 µM. hit rate 0.35% among 380,000. AID 720647, 2013;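 active means drop in luminescence signal, shown as inhibition above about 50% in the replicate tests, limit read from the data, passing the limit was not always enough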;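 further: agonist challenge used bursicon conditioned medium at about half maximal strength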
esBAF inh: Bmi1 luciferase reporter increase in mESCs, primary screen, esBAF inhibitor project, mouse ES cells, Bmi1 luciferase knock-in, single point; reporter increase, % at 12.5 µM; 24 h; 100% = twice the neutral-well signal; hit rate 2% among 350,000; in the data active means activation above about 40%;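 further: 0% = median of the plate's neutral control wells and 100% = double that signal; a rise in the Bmi1 reporter signal indicates esBAF inhibition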
* = called active by the depositor; x = no result given; & = joins results of further samples. Some of the compounds tested. The share of hits here may be higher or lower than overall.

SMILES | FN deposition inh | Statin myotox sup | Casp6 inh | SIRT5 block | S100A4 inh HTS | LGR2 inh | esBAF inh
CCCCSCCCNC(=O)c1ccc(CS(=O)(=O)c2ccccc2OC)o1 | 2 | -5 | 1 | -4 | -6 | 10 | -3
CCn1c(CC(=O)Nc2ccccc2)nnc1SCC(=O)NC1=NCCS1 | -3 | -2 | 1 | x | 2 | -2 | 3
O=C(COc1cccc(Br)c1)N/N=C1\CCSC1 | -7 | 5 | -2 | -4 | 4 | 3 | -7
COc1cccc(NC(=O)NC2(C(=O)N3CCN(C)CC3)CCCCC2)c1 | -3 | -9 | 3 | -1 | 0 | 2 | -6
COc1cc(NC(=O)COc2cccc(C)c2C)ccc1NC(=O)c1ccco1 | -3 | -59 | 4 | -4 | 2 | -8 | 19
CSc1cccc(NC(=O)CN(C)S(=O)(=O)c2ccc(F)cc2)c1 | x | 7 | x | x | x | 0 | 3
CC(C)(C)c1cnnn1-c1cccc([N+](=O)[O-])c1 | -2 | x | x | -8 | 16 | -11 | x
Cc1ccc(S(=O)(=O)NCc2ccc(C(=O)NC3CCC(C)CC3)cc2)cc1 (stereo not given) | -6 | -116 | 1 | -5 | 2 | 13 | -7
Cc1ccc(-c2csc(NC(=O)CN3C(=O)CCC3=O)n2)cc1 | -17 | x | -4 | 1 | 5 | -22 | x
Cc1ccc2cc(CCNS(=O)(=O)c3ccc(Cl)cc3)c(=O)[nH]c2c1C | -1 | 10 | 2 | x | -3 | -2 | 5
Cc1nc(SCC(=O)NCC2CCCO2)c2c3c(sc2n1)CCC3 (stereo not given) | -3 | 12 | 9 | 1 | 0 | -3 | -1
COc1ccc(/C=N/N2C(=N)SCC2=O)cc1 | x | x | 0 | -9 | -3 | -41 | x
O=C(O/N=C/c1ccc2c(c1)OCO2)c1ccc([N+](=O)[O-])cc1 | 5 | 3 | 3 | 1 | -1 | 8 | -7
C[C@H](CO)N1C[C@H](C)[C@@H](CN(C)C(=O)CCCN(C)C)OCc2cnnn2CCCC1=O | 3 | -25 | -24 | 4 | 10 | 1 | 3
CN1/C(=C\C=C2/SC(=S)NC2=O)C(C)(C)c2ccccc21 | -27 | -47 | -15 | -1 | 104* | 30 | -21
C/C(=N\Nc1ccc(S(N)(=O)=O)cc1[N+](=O)[O-])c1cccnc1 | 4 | -14 | -4 | 0 | -4 | -8 | 0
COc1ccc(C=NNC(=O)c2ccccc2OCc2ccc(F)cc2)c(OC)c1 | 2 | -6 | -2 | 2 | -1 | -5 | 13
Cn1cnc(CCNC(=O)C[C@@H]2CC[C@@H]3[C@H](COC[C@@H](O)CN3C(=O)Nc3ccc(C(F)(F)F)cc3)O2)c1 | 1 | -17 | 0 | 1 | 11 | 1 | -1
Cc1noc(C)c1NC(=O)N(C)C[C@H]1Oc2ccc(NC(=O)Cc3cn(C)c4ccccc34)cc2CC(=O)N([C@@H](C)CO)C[C@H]1C | 14 | -15 | 1 | 3 | -24 | -39 | -2
C[C@H]1CCCCO[C@H](CN(C)Cc2ccc(Cl)c(Cl)c2)[C@@H](C)CN([C@@H](C)CO)C(=O)c2cc(NC(=O)c3ccccc3)ccc2O1 | -11 | x | 0 | 12 | -11 | -20 | -2
O=C(Nc1ncccc1O)c1cccc(S(=O)(=O)N2CCN(c3ccc(F)cc3)CC2)c1 | 0 | -3 | 6 | -1 | 3 | 2 | 3
COc1ccc(NC(=S)N(CCCN2CCCC2)Cc2cccn2Cc2ccc(Cl)cc2)cc1Cl | 4 | -13 | -31 | -2 | -5 | 8 | -4
Cc1ccc(S(=O)(=O)CC(O)COc2ccc(C#N)cc2)cc1 (stereo not given) | 8 | -5 | 1 | -1 | -3 | x | 1
C[C@H]1CN([C@@H](C)CO)C(=O)c2cc(C#CC3CCCC3)cnc2O[C@H]1CN(C)S(C)(=O)=O | -10 | 17 | 1 | -3 | -5 | 1 | -4
Cc1c2cnn(CC(=O)Nc3cccc(C(F)(F)F)c3)c(=O)c2c(C)n1Cc1ccccc1F | 0 | 1 | x | x | x | -5 | 10
COc1cccc(-c2ccc(C3[C@@H]4CN(C(=O)C5CCCCC5)C[C@H]3N4)cc2)c1 (stereo not given in full) | 7&16 | x | -2&5 | 1&2 | -3&12 | 0&42 | x
NNC(=O)CCc1ccc(S(=O)(=O)N2CCOCC2)cc1 | 3 | -2 | 0 | -3 | 0 | 4 | -7
CC(=O)NC(Cc1cccc(C)c1)C(=O)NC1CCN(C(=O)NCc2ccccc2)CC1 (stereo not given) | -2 | 6 | -3 | -2 | -3 | -6 | -1
CC(C)NS(=O)(=O)c1ccc(NC(=O)C(C)OC(=O)CCC(=O)c2cccs2)cc1 (stereo not given) | -1 | 15 | 3 | -1 | -1 | -8 | -3
COc1cccc(/C(C)=N/N=C(\C)c2cccc(OC)c2)c1 | 3 | -8 | -1 | -3 | 1 | -55 | 70*
CC(C)NC(=O)N(C)C[C@H]1Oc2ncc(-c3cccc(C#N)c3)cc2C(=O)N([C@H](C)CO)C[C@@H]1C | 3 | -10 | 1 | -7 | 0 | 5 | -2
CC(C)C(NC(=O)c1ccccc1F)C(=O)NCC(c1ccco1)N1CCCCC1 (stereo not given) | x | 1 | -2 | x | 5 | x | 0
O=C(C[C@H]1CC[C@H]2[C@@H](COC[C@@H](O)CN2C(=O)C2CCOCC2)O1)NCc1ccncc1 | -6 | -17 | 0 | 0 | -9 | 6 | 5
O=C(O)CC(Cc1ccc(Cl)cc1)C(=O)Nc1ccccc1 (stereo not given) | -6 | 31 | 1 | -1 | -5 | 12 | 2
CCN(CC)S(=O)(=O)c1cc(NC(=O)COC(=O)c2ccc(NC(=O)CC#N)cc2)ccc1C | 1 | 10 | x | -4 | -8 | -1 | -2
Cc1cc(C)cc(OCCNC(=O)CCc2ccccc2)c1 | 3 | -4 | 1 | -1 | 4 | -6 | -8
COCC(=O)N1CCCCN2[C@@H](CO)[C@@H](c3ccc(C#Cc4cccnc4)cc3)[C@@H]2C1 | x | x | 0 | -1 | 7 | -1 | x
C#CCCCCCCC#CCN(C)C | 6 | x | -7 | -1 | -1 | 20 | x
COc1ccccc1/C=N/Nc1nc(C)cc(C)n1 | -3 | x | 0 | 0 | 4 | -4 | x
Cc1ccc(Cl)cc1NC(=O)C1CCCN(S(=O)(=O)c2c(C)noc2C)C1 (stereo not given) | -1 | -20 | x | x | x | x | -1
COCC(=O)Nc1ccc(C(N)=O)cc1 | 7 | -5 | x | x | x | x | -3
O=C1OCCOC2CCCc3oc(-c4ccccc4)c1c32 (stereo not given) | -6 | x | 0 | -2 | 1 | -26 | x
CN1c2ccsc2C(=O)/C(=C\Nc2cccc(C(F)(F)F)c2)S1(=O)=O | -19 | 7 | 2 | 6 | -6 | 6 | 0
CC1=NN(c2ccccc2)C(=O)/C1=C/c1cn(C)c2ccccc12 | -7 | 6 | -3 | -1 | -6 | -27 | 5
CC(=O)Oc1ccc2c(=O)c(Oc3ccccc3[N+](=O)[O-])coc2c1 | 3 | x | x | x | -13 | 1 | 5
Cc1c(NS(=O)(=O)c2ccc(C(=O)N(C)Cc3cccc(Cl)c3Cl)cc2)c(=O)n(-c2ccccc2)n1C | -8 | 32 | 0 | 2 | 0 | -3 | 11
COc1ccc(S(=O)(=O)N(C)c2ccc(C(=O)NCCC(C)C)cc2)cc1 | x | 7 | 0 | 2 | -3 | 7 | 7
C[C@@H]1CN([C@@H](C)CO)C(=O)c2cccc(NS(=O)(=O)c3ccc(F)cc3)c2O[C@H]1CN(C)C(=O)Nc1ccc(C(F)(F)F)cc1 | x | -5 | -1 | -7 | -6 | 21 | 3
CN1[C@H](C(=O)NCC(F)(F)F)[C@@H](CO)[C@@H]2Cn3c(ccc(-c4ccccc4F)c3=O)[C@@H]21 | x | -1 | -3 | -3 | 2 | 1 | 2
O=c1cc(O)nc2n1CCCS2 | 0 | 3 | x | x | x | x | -5
CCOC(=O)C1=CCC(c2ccc(C#N)cc2)N(S(=O)(=O)c2ccc(C)cc2)C1 (stereo not given) | 1 | -2 | 0 | 0 | 3 | -10 | -4
CC(NC(=O)c1c(O)c2ccccc2n(C)c1=O)c1ccccc1 (stereo not given) | 6 | -10 | -1 | 8 | -20 | -14 | 17
Cc1nc([N+](=O)[O-])c(Sc2nc3ccccc3n2C)n1Cc1ccccc1 | 5 | x | 9 | x | 1 | 20 | x
CNC(=O)CN(c1cc(OCCOC)c(Cl)cc1Cl)S(=O)(=O)c1ccccc1 | 9 | x | 0 | -1 | -8 | 20 | x
Nc1cc(=O)[nH]c(=O)n1-c1ccc(Cl)cc1 | 3 | x | -2 | -4 | 6 | -15 | x
C[C@@H]1CN([C@@H](C)CO)C(=O)Cc2cc(NC(=O)c3ccncc3)ccc2O[C@H]1CN(C)Cc1ccc(C(=O)O)cc1 | x | x | 0 | -2 | -13 | 23 | x
Clc1cccc2sc(N3CCN(c4ccccc4)CC3)nc12 | 2 | x | -3 | -1 | -4 | -32 | x
Cn1nc(C(=O)OCC(=O)Nc2ccc(SC(F)F)cc2)c2ccccc2c1=O | -3 | 1 | 1 | 0 | -3 | -11 | 2
Cc1cccc(C)c1NC(=O)C1(C)CN(S(C)(=O)=O)CC(=O)N1CCc1c[nH]c2ccccc12 (stereo not given) | 2 | x | -3 | 0 | 5 | 13 | x
O=C(N/N=C(\Cc1ncc[nH]1)c1ccccc1)c1ccccc1 | 3 | x | 0 | -2 | -4 | -22 | x
Further structures follow:
SMILES | FN deposition inh | Statin myotox sup | Casp6 inh | SIRT5 block | S100A4 inh HTS | LGR2 inh | esBAF inh
COc1ccc(CCC(=O)Nc2ccc(OC)c(S(=O)(=O)N3CCCCC3)c2)cc1 | -4 | 2 | 1 | 8 | -1 | x | 6
C[C@H](CO)N1C[C@H](C)[C@H](CN(C)C)Oc2ccc(NC(=O)C3CC3)cc2C1=O | -5 | -30 | 0 | -6 | -4 | 7 | 0
CN1CC[C@@H]2C(=O)N3CCc4ccc(-c5ccc6c(c5)OCO6)cc4[C@@H]3C[C@@H]21 | -4 | -1 | 0 | -6 | -2 | -34 | 14
O=C(CN1C(=O)NC2(CCCCC2)C1=O)Nc1ccc(F)cc1 | -7 | x | 1 | 0 | -2 | 21 | x
Cc1c(C(=O)NCc2ccccc2C(F)(F)F)sc(=O)n1Cc1cccc(C(F)(F)F)c1 | 12 | 11 | -2 | x | 7 | -4 | 7
CCOc1ccc(NC(=O)CN2CCN(C(=O)C3CCCO3)CC2)cc1 (stereo not given) | x | -6 | 1 | -3 | -2 | 8 | 1
